# Source: PubChem BioAssay
# esBAF inh: Bmi1 luciferase reporter increase in mESCs, primary screen, esBAF inhibitor project, mouse ES cells, Bmi1 luciferase knock-in, single point. 24 h; 100% = twice the neutral-well signal. reporter increase, % at 12.5 µM. hit rate 2% among 350,000. AID 602393, 2012; in the data active = activation above about 40%;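 note: 0% = median of the plate's neutral control wells and 100% = double that signal; a rise in the Bmi1 reporter signal indicates esBAF inhibition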
# CFTR F508del cor: F508del CFTR correction, initial screen, CFBE line, single point. activity (quench increase), % at 7.58 µM. hit rate 0.36% among 350,000. AID 720511, 2013. CFBE cells, YFP halide quenching; stimulated with forskolin plus potentiator P3; % fluorescence drop versus neutral controls;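 active = mean added fluorescence quench of at least 8% versus neutral control, with both replicates also reaching 8%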;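 note: cells transiently co-express mutant CFTR-F508del with the halide-sensitive YFP; corrector assay measuring rescue of mutant channel to the surface after 24 h compound exposure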
# RAD54 branch: inhibitors of human RAD54 branch migration, primary screen, biochemical, fluorescence, single point. RAD54 Holliday junction branch migration, FAM/BHQ fluorescence. inhibition, % at 10.4 µM. hit rate 0.14% among 360,000;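 active = mean normalized replicate activity at least 40 and at least half of replicates scoring 40 or more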;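 note: 0% = median of neutral control wells and 100% = median of positive control wells; inhibitors cause a drop in the FAM fluorescence signal; in these data hits start at about 50%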
# Target sequence (Q92698 whole entry, looked up): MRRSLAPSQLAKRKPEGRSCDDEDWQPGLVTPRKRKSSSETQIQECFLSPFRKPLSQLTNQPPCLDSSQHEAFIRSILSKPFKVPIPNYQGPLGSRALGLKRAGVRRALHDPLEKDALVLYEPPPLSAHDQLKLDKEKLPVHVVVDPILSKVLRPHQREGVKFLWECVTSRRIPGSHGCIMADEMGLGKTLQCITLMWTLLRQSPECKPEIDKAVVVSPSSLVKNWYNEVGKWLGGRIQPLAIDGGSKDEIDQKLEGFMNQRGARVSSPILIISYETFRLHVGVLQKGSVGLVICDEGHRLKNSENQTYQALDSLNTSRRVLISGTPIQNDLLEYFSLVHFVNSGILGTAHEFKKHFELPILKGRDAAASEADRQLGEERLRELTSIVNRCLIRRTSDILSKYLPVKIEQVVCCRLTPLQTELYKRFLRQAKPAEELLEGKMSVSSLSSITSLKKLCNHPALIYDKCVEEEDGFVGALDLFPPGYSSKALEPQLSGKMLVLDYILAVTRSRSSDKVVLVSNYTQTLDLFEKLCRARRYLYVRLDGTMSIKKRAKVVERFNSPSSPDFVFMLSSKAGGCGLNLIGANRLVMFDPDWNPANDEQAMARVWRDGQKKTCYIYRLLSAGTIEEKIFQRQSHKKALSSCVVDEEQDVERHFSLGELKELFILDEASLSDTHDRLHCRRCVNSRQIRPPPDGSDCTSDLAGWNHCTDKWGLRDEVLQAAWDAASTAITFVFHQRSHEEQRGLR
# ARNT TACC3 PPI: disruptors of ARNT/TACC3 protein interaction, primary screen, biochemical, AlphaScreen, single concentration. Transforming acidic coiled-coil-containing protein 3 (Homo sapiens), Q9Y6A5. AlphaScreen His-ARNT PAS-B/GST-TACC3 binding, luminescence; TACC3 fragment carries E629A point mutation. inhibition, % at 9.99 µM. hit rate 0.66% among 390,000. AID 623870, 2012;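 active = mean inhibition of replicates at least 50% and at least half of replicates each reaching 50%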;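 note: 0% = complete ARNT plus TACC3 wells and 100% = ARNT alone without TACC3; many hits fall short of the cut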
# XiGFP reactiv: activators of inactive X chromosome reactivation, primary screen, imaging, XiGFP fibroblasts, GFP high-content imaging, set 2. activation, % at 7.58 µM. hit rate 0.055% among 360,000. AID 743238, 2013. XiGFP mouse fibroblasts, % GFP-positive cells imaging, 3 d; cells co-treated with 5-aza-dC sensitizer; scaled so ellipticine positive control = 100%;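 active = mean normalized replicate activation at least 10% and every replicate at or above 10%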;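 note: 0% = median of on-plate neutral control wells and 100% = ellipticine 6 µM median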
#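 Assay system: SV40-immortalized XiGFP fibroblast cells, line 68-5-11; buffer or medium: DMEM plus 5-aza-dC sensitizer; compound: one concentration, pinned; timing: compounds 3 days, fix/stain 15 min at room temperature; benchmarks: positive control ellipticine, 6 µM final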
# GSIS activator: GLuc luminescence reporter in INS-1E cells, primary screen for activators of glucose-dependent secretion of insulin; INS-1E GLuc reporter insulin secretion, 2-3 h; activation, % at 16.6 µM; hit rate 0.61% among 370,000;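 active = lowest replicate activation of at least 40%, so every replicate reaches that level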;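 note: 0% = median of neutral control wells and 100% = median of IBMX positive control wells; some compounds called inactive have numbers as strong as hits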
# RAD52 anneal inh: RAD52 DNA annealing inhibitors, primary screen, biochemical, FRET, single point, set 2; DNA repair protein RAD52 homolog (Homo sapiens), P43351; recombinant RAD52 DNA annealing, FRET fluorescence; inhibition, % at 18.7 µM; hit rate 0.46% among 360,000;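 active = every replicate showing at least 50% inhibition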
# ERAP1 HTS inh: human ERAP1 aminopeptidase inhibitors, primary screen, biochemical, single point, plate reader; inhibition, % at 10.7 µM; Endoplasmic reticulum aminopeptidase 1 (Homo sapiens), Q9NZ08; recombinant ERAP1, Leu-AMC fluorescence, 60 min; AID 652197, 2013; hit rate 0.15% among 340,000;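 active = mean replicate inhibition of at least 30%, or all replicates individually reaching that 30% level; inactive = mean below 30% and not every replicate reaching it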;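 note: 0% = neutral control wells and 100% = L-leucinethiol positive control wells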
# * marks the source's active call; other numbers are inactive results; . = not tested or not shown.
smiles	esBAF inh	CFTR F508del cor	RAD54 branch	ARNT TACC3 PPI	XiGFP reactiv	GSIS activator	RAD52 anneal inh	ERAP1 HTS inh
CC(C)[C@H]1CN=C2N(CCNC(=O)CCC3CCCCC3)[C@H](Cc3ccc(O)cc3)CN21	-2	1.6	-1	-9	0.0	.	12	14
COc1ccc(-c2cc3c(=O)n(CC(=O)Nc4ccc(C(C)=O)cc4)ncn3n2)cc1	31	-0.9	4	-2	0.0	4	3	-2
CC=Cc1ccc2n(c1=O)C[C@@H]1[C@@H](CO)[C@H](C(=O)NCC(F)(F)F)N(CC)[C@H]21 (mixture of isomers)	5	-3.9	15	22	0.1	5	-20	2
Cc1ccc(S(=O)(=O)N[C@H]2CC[C@H](CCNC(=O)c3ccccc3F)O[C@H]2CO)cc1	2	0.3	11	0	0.0	6	14	-1
O=C(COC(=O)c1ccc2c(c1Cl)C(=O)c1ccccc1C2=O)NC1CC1	.	.	.	0	0.1	-16	-3	16
CC1CCC2(CC1)NC(=O)N(NC(=O)c1cc3ccccc3o1)C2=O (stereo not given)	-7	0.3	-3	-15	0.2	-2	-3	-1
COc1ccc(S(=O)(=O)N(C)C[C@@H]2OCCCC[C@H](C)Oc3ccc(NC(=O)Nc4ccc5c(c4)OCO5)cc3C(=O)N([C@H](C)CO)C[C@@H]2C)cc1	2	0.4	-16	-2	5.4	4	-16	-3
COc1ccc(NC(=O)C2CCN(S(=O)(=O)c3ccc(Br)s3)CC2)cc1OC	0	.	-4	0	-0.1	-6	.	.
CCOC(=O)c1c(C)[nH]c(C)c1C(=O)CSc1nc2ccccc2n1CCC#N	-2	.	2	0	0.1	7	.	.
Cc1ccccc1OCC(=O)Nc1ccc2oc(=O)ccc2c1	9	0.9	-3	-1	0.0	-3	-2	-2
COc1ccc(CN(C)C[C@H]2Oc3c(NS(=O)(=O)c4ccccc4)cccc3C(=O)N([C@@H](C)CO)C[C@H]2C)cc1	5	-2.3	0	-10	-0.9	-1	6	-1
Cn1cnc(S(=O)(=O)N2C[C@@H](O)COC[C@H]3O[C@@H](CC(=O)NC4Cc5ccccc5C4)CC[C@@H]32)c1	3	1.3	-6	1	0.1	-1	4	-2
COc1ccc(CNC(=O)C/C(C)=N/NC(=O)c2cnccn2)cc1	.	-1.0	.	4	0.0	-1	7	-2
NNC(=O)c1cc(Cl)ccc1Cl	.	.	-3	-7	0.0	-9	.	.
CC(=O)Nc1ccc(NC(=O)CSc2ccc(-c3ccc(-n4ccnc4)cc3)nn2)cc1	-3	-0.9	-12	-9	0.2	0	-2	3
O=C(NCC(c1ccco1)N1CCCCC1)c1cccs1 (stereo not given)	11	-2.0	-5	-3	0.0	6	-5	3
O=C(CSc1cccc[n+]1[O-])c1ccccc1Br	.	5.9	.	-12	0.1	6	-6	2
c1ccc(Cn2c(NCc3ccccn3)nc3ccccc32)cc1	-5	-1.4	4	11	0.2	17	4	2
C[C@H]1CN([C@@H](C)CO)C(=O)c2cc(NC(=O)C3CC3)ccc2O[C@H]1CN(C)Cc1ccc2c(c1)OCO2	-1	-1.6	6	6	0.2	18	-8	4
Cc1cccc(N2CCN(C(=O)c3cc4c(=O)n(C)c5ccccc5c4n3C)CC2)c1C	15	4.8	5	-6	0.1	-11	-9	3
O=C(COC(=O)CCC(=O)c1ccc(Cl)cc1)NCCc1ccccc1	.	2.0	.	17	0.8	5	-23	-3
COc1ccc(Br)c(C(=O)OCc2cc(=O)oc3cc(C)ccc23)c1	24	0.7	-3	10	0.0	12	-5	4
CC(=O)OCC1=C(C(=O)O)N2C(=O)C(NC(=O)c3ccc(COc4c(C)cccc4Cl)o3)C2SC1 (stereo not given)	-1	0.6	-1	1	-0.1	-15	-6	9
O=C1CCC[C@@H]2[C@@H](Cc3ccccc3)[C@H](N3CCN(c4ccccc4)CC3)C[C@@H]3CCN1[C@@H]32	2	2.2	1	8	0.0	-43	-18	2
CC(NC(=O)COC(=O)c1ccccc1O)c1ccccc1 (stereo not given)	-2	1.6	-7	.	0.0	13	-6	0
COc1cccc(NC(=O)N[C@H]2C=C[C@@H](CC(=O)NCc3ccccn3)O[C@H]2CO)c1	-7	3.5	-5	.	0.2	8	-9	-2
CC1(NC(=O)Cc2csc(-c3ccc(Cl)cc3)n2)CCS(=O)(=O)C1 (stereo not given)	4	-0.6	-7	-2	0.1	-13	-22	-1
CCC(=O)Nc1ccc2oc(-c3ccccc3Br)nc2c1	59*	.	1	-39	.	8	.	.
CC(=O)c1ccc(S(=O)(=O)Nc2ccc3c(c2)OCO3)cc1	9	-2.3	-8	3	-0.1	18	-10	1
CC(=O)c1ccn(S(=O)(=O)c2ccc(Cl)cc2)c1	-1	-1.1	-6	-3	-0.1	-4	-17	0
Cc1cc([N+](=O)[O-])c2ccccc2c1NS(=O)(=O)c1ccccc1	-3	-2.8	-8	2	0.1	-26	0	-3
CCCCCOc1ccc(/C=C/C(=O)NCCc2nc3ccccc3[nH]2)cc1OC	2	-2.7	.	-2	0.2	-7	-21	-3
Cc1cccc(N(Cc2cc(=O)[nH]c3ccccc23)C(=O)C(C)C)c1	-4	0.4	-2	-2	0.2	23	2	1
O=C(/C=C\c1ccco1)Nc1nc(-c2ccc3ccccc3c2)cs1	.	.	.	18	0.0	2	-22	-2
CC(=O)Oc1ccc2c(c1)c(C(C)=O)c(C)n2C	-10	.	6	-4	.	18	.	.
Cc1cccc(C(=O)OCC(=O)NN2C(=O)NC3(CCCCC3)C2=O)c1	1	0.6	4	-2	-0.1	.	5	-1
CNC(=O)C1Cc2c(-c3cccc(F)c3)ccnc2O1 (stereo not given)	-2	-5.8	-1	.	-0.1	.	15	0
CCCCNC(=O)NCCN1CCOCC1	.	-1.0	-2	2	0.1	-12	-13	.
S=c1[nH]nc(-c2cc(-c3ccccc3)n[nH]2)n1/N=C/c1cccc(Cl)c1	.	-2.1	.	-1	0.0	.	-5	0
COC(=O)[C@@]1(Cc2ccc(OC)cc2)[C@@H]2C(=CC(=O)[C@H]2CC(=O)C(=O)N(C)C)CN1C(=O)c1ccccc1	.	-3.0	.	.	-0.1	-13	-22	3
CC(=O)OC[C@@H]1CN(Cc2ccccc2)C[C@H](n2cnc3c(NCc4ccco4)ncnc32)O1	5	-2.0	4	.	0.0	-2	-134	-6
COc1cccc(NC(=O)C[C@@H]2CC[C@@H]3[C@@H](COc4ccc(NC(=O)C5CCCC5)cc4C(=O)N3C)O2)c1	.	-1.6	.	.	0.0	5	-4	-3
CCOC(=O)c1c(NC(=O)CSc2nnnn2-c2ccccc2)sc2c1CC(C)(C)NC2(C)C	2	-1.9	-3	14	0.6	6	24	-5
NNC(=O)CSc1nc(-c2ccccc2)nc2c1CCCC2	.	-0.6	.	-4	0.1	-9	-13	3
COCCCn1c(=O)/c(=C\c2ccccc2OC(F)F)s/c1=C(/C#N)C(=O)NCCOC	.	0.8	.	0	-0.1	14	-55	2
COc1ccc(C(=O)N/N=C/c2ccccn2)cc1	6	-1.0	-2	.	0.0	15	-45	-1
O=C(C[C@H]1C=C[C@@H](NS(=O)(=O)c2ccccc2)[C@H](CO)O1)NCc1ccccc1F	0	-2.9	-16	-13	5.1	-2	13	0
C/C=C/c1cccc(-c2nc(C(=O)NC3Cc4ccccc4C3)cc3c2[C@@H](CCO)N(C(C)=O)C3)c1	.	-1.4	.	.	0.2	-16	-7	19
Cc1noc(C)c1S(=O)(=O)Nc1ccc2c(c1)C(=O)N([C@@H](C)CO)C[C@@H](C)[C@@H](CN(C)Cc1ccc(C(=O)O)cc1)OCCCC[C@H](C)O2	0	-0.1	9	-2	0.1	27	16	-3
C[C@@H]1CCCCO[C@@H](CN(C)C(=O)Nc2ccccc2)[C@H](C)CN([C@H](C)CO)C(=O)c2cc(NS(=O)(=O)c3cn(C)cn3)ccc2O1	-1	0.9	-6	-4	0.2	13	7	1
COc1ccc(S(=O)(=O)N2CCC(C(=O)NCCC(=O)NCc3ccccc3OC)CC2)cc1	-4	2.5	-13	0	0.0	5	0	1
COc1cc(CN2CCC(n3nccc3NC(=O)C3CC3)CC2)cc(OC)c1	-8	-0.9	-8	2	-0.1	10	-3	-3
COc1ccc(CCNC(=O)CCS(=O)(=O)c2ccc(Br)cc2)cc1OC	.	.	.	-2	0.1	4	-2	-1
CCC(=O)Nc1ccc2c(c1)OC[C@H](C)N(Cc1cccnc1)C[C@H](C)[C@@H](OC)CN(C)C2=O	.	-3.9	.	.	0.4	-9	9	2
Cc1cccc(S(=O)(=O)N[C@@H]2CC[C@@H](CCNC(=O)CCN3CCCCC3)O[C@H]2CO)c1	8	0.8	2	-10	-0.7	0	0	-1
O=C(O)C1=C[C@@H](C2CC2)C[C@@H](OCc2ccc(CO)cc2)O1	-6	1.2	3	0	0.0	6	-14	1
Clc1ccc(-c2nc(-c3cc4cc(Cl)ccc4o3)cs2)cc1	.	-2.5	-2	.	0.0	3	-3	0
O=C(c1cccnc1)N1CCN(S(=O)(=O)c2ccc(F)cc2)CC1	.	3.4	.	-3	0.1	0	-10	3
COc1ccc(NC(=O)C/C(C)=N/NC(=O)c2ccco2)c([N+](=O)[O-])c1	12	0.6	3	2	0.1	-1	-1	0
O=C(O)c1ccc(CSC2CCCCC2)cc1	-3	-3.9	-2	1	-0.1	15	-4	4

# Later entries.
smiles	esBAF inh	CFTR F508del cor	RAD54 branch	ARNT TACC3 PPI	XiGFP reactiv	GSIS activator	RAD52 anneal inh	ERAP1 HTS inh
CO[C@@H]1CN(C)C(=O)c2cc(NC(C)=O)ccc2OC[C@@H](C)N(C(=O)CC2CC2)C[C@@H]1C	-3	0.2	7	-9	0.6	0	-6	-2
CC(=O)c1ccc(O)c(CC=C(C)C)c1O	7	-1.5	1	0	.	2	-6	0
CCN(C(=O)CN(C)Cc1cccc(Cl)c1Cl)c1c(N)n(Cc2ccccc2)c(=O)[nH]c1=O	.	.	-8	-4	0.0	10	.	.
O=S1(=O)N=C(N2CCCC2)c2ccccc21	-11	-0.3	-6	-1	-0.1	5	-13	-2
Cc1ccc2nc(CCCc3nc4ccc(C)cc4[nH]3)[nH]c2c1	-1	-0.2	6	-2	0.1	16	-9	-2
C[C@H](NC(=O)C[C@H]1C=C[C@@H](NC(=O)C2CCOCC2)[C@H](CO)O1)c1ccccc1	-2	0.4	-14	5	0.7	17	-5	-1
CC(C)NC(=O)N(C)C[C@@H]1OCCCC[C@H](C)Oc2ccc(NC(=O)CCCN(C)C)cc2C(=O)N([C@@H](C)CO)C[C@H]1C	.	0.2	4	-7	.	.	-21	1
CC(C)NC(=O)N(C)C[C@H]1OCCCC[C@@H](C)Oc2ccc(N(C)C)cc2C(=O)N([C@@H](C)CO)C[C@@H]1C	.	-1.1	4	6	0.1	13	-57	0
